# RGS12 GoLoco inh: RGS12 GoLoco-Gai1 interaction inhibition; P63096; Gai1:RGS12 GoLoco peptide FP, rhodamine, 10 min; Potency, µM (highest dose often 61.6 µM), without a hit: top-dose activity, negative = inhibition, actives largely listed as inhibitors; actives 0.44% (n = 230,000); AID 880; active = well fitted inhibition curve with a large enough effect, not every such curve was filed as active; inactive = no such curve, though single readings can be large or run the other way; note: nearly all actives have a fitted effect of over 30% in size; many of its hits are not listed in these tables
# Target sequence (P63096 whole entry, looked up): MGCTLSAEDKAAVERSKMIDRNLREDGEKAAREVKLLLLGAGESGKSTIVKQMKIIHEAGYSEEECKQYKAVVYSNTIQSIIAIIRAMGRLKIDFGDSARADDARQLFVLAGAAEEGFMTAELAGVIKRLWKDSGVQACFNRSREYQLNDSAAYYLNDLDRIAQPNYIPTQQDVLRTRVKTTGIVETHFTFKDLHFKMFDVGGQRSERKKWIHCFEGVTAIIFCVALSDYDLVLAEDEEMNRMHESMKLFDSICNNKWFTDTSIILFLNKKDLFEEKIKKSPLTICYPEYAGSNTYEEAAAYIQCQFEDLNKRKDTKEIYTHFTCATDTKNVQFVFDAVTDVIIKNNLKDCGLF
# GAA glycogen: GAA glycogen-cleavage inhibition or activation; P10253; recombinant GAA, glycogen substrate, Amplex Red glucose oxidase fluorescence; Potency, µM (series often up to 76.4 µM), for inactives: at the highest dose activity change, negative = inhibition, usual class: inhibitors; actives 0.38% (n = 300,000);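 note: 0% = full enzyme reaction and -100% = no-enzyme basal signal; the screen sought inhibitors and activators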
#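 Natural-substrate format: glycogen cleavage by 4 nM human enzyme, glucose read by Amplex Red coupling (Ex 573, Em 610 nm). Normalized to enzyme and no-enzyme controls.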
# TexasRed fluor: counter-screen for TRb-SRC2 inhibitors: fluorescence interference; TRb/SRC2 Texas Red total fluorescence interference; Potency, µM (series often up to 106 µM), without a hit: at the top dose fluorescence change, negative = quenching; actives 0.29% (n = 280,000); AID 1479; active = well fitted curve in either direction with a large enough effect; inconclusive = small, poorly fitted or top-dose-only effect
#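 Human TRb ligand-binding domain at 0.6 uM with 20 nM Texas Red SRC2 peptide in Tris buffer containing 1 uM T3 and 5% DMSO, incubated with compound 5 h at ambient temperature. Total fluorescence (555/632 nm) calculated as parallel + 2 × perpendicular.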
# GAA inhib: alpha-glucosidase (human) inhibition; actives 0.005% (n = 200,000); Potency, µM (top dose mostly 76.9 µM), without a hit: at the top dose activity change, negative = inhibition, most hits filed as inhibitors; purified human GAA, 4-MU-alpha-glucoside fluorescence; P10253; AID 1466;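 note: plate controls were uninhibited enzyme wells for no effect and no-enzyme background for full effect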
#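 Fluorescence at Ex 365/Em 440 nm from 4-methylumbelliferone reported enzyme activity after 20 min at room temperature. Reactions used 4 nM enzyme and 400 uM substrate at pH 5.0; curves fitted with the Hill equation.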
# GAA spleen mod: inhibits or activates alpha-glucosidase in human spleen homogenate | Potency, µM (titrated, usually from 79.9 µM), inactives show at the highest dose activity change, negative = inhibition, most hits filed as inhibitors | actives 0.006% (n = 240,000) | human spleen homogenate, 4-MU-alpha-glucoside fluorescence | P10253;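 note: 0% = enzyme with vehicle and -100% = no enzyme basal signal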
#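 Compounds were titrated against alpha-glucosidase in spleen homogenate at pH 5.0, with 1 mM 4-methylumbelliferyl substrate for 40 min at 37 C. Reactions were quenched with pH 10 NaOH/glycine and fluorescence measured.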
# L3MBTL1 inh: inhibitors of human L3MBTL1. AlphaScreen L3MBTL1–H3K9me1 peptide binding. Potency, µM (doses to about 57.1 µM), for inactives: at the top dose activity, negative = inhibition, usual class: inhibitors. actives 0.66% (n = 230,000). AID 485360; note: nearly all actives have a fitted effect of over 60% in size
#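 AlphaScreen proximity signal between nickel-chelate acceptor and streptavidin donor beads (final 10 ug/mL) reports binding of 50 nM L3MBTL1 to 75 nM biotin-H3 K9me1 peptide; complex incubated with compounds 30 min at room temperature; cefsulodin titration as control.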
# TRb SRC2 PPI: inhibitors of human thyroid hormone receptor beta-SRC2 interaction. actives 0.065% (n = 280,000). Potency, µM (highest dose often 106 µM), for the others: top-dose activity change, negative = inhibition, hits mostly inhibitors. TRbeta-SRC2 peptide binding, fluorescence polarization; receptor liganded with 1 µM T3. AID 1469. P10828;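 note: plate controls were bound peptide for no effect and peptide without receptor for full effect; nearly all actives have a fitted effect of over 50% in size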
# Target sequence (P10828 whole entry, looked up): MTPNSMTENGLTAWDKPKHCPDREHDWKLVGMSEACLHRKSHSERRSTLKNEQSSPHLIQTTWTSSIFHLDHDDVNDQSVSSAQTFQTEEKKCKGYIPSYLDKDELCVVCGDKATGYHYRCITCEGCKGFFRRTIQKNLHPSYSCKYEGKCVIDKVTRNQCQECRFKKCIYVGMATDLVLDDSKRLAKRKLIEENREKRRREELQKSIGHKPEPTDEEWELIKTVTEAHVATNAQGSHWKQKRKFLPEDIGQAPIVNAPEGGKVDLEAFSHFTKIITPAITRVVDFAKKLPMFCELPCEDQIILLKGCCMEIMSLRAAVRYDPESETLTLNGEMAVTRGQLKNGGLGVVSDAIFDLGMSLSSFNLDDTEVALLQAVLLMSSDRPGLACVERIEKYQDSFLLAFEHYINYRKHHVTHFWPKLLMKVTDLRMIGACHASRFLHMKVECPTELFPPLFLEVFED
#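 A fluorescence polarization screen tested compounds at multiple concentrations against complex formation between 0.6 uM TRb ligand-binding domain and 20 nM Texas Red SRC2 peptide, with 1 uM T3 present; readout after 5 hr.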
# RECQ1 inh: inhibitors of human RECQ1 DNA helicase; RECQ1 DNA unwinding, red fluorescence kinetic read; Potency, µM (series often up to 57.3 µM), for the others: top-dose activity, negative = inhibition, actives largely listed as inhibitors; actives 0.54% (n = 240,000);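 note: plate controls were vehicle for no effect and no enzyme for full effect; nearly all actives have a fitted effect of over 30% in size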
#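 50 nM RECQ1T1 preincubated 15 min with compound in Tris pH 8.0 buffer with MgCl2, DTT, Tween-20 and 2.5 ug/ml poly(dI-dC); started with 200 nM TAMRA/BHQ-2 forked duplex and 2 mM ATP. Unwinding read as fluorescence (525/598 nm), two reads 2 h apart.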
# An asterisk follows results filed as active; i = inactive; ? = inconclusive; · = no result given; & = joins results of further samples; [ ] = remark or other dose. Unless noted, calls come from the whole dose curve; as a rule, active = well fitted curve in the direction sought with a large enough effect; inconclusive = small, poorly fitted or top-dose-only effect, or another doubt; inactive = no such curve, though single readings can be large; an effect the other way counts as inactive or inconclusive. Unless noted, % is set by controls: 0 for no effect and ±100 for the full control effect; potency is the fitted concentration of half-maximal effect. A portion of the library; the hit share may differ from the screen's.
SMILES,RGS12 GoLoco inh,GAA glycogen,TexasRed fluor,GAA inhib,GAA spleen mod,L3MBTL1 inh,TRb SRC2 PPI,RECQ1 inh
CC[N+](CC)(CCCNC1=CC(=O)C(NCCC[N+](CC)(CC)Cc2ccccc2)=CC1=O)Cc1ccccc1,4%&5%,·,0%&-1%,·,4%&-1%,·,-9%&-2%,-1%
CC(=O)[C@@]1(O)CC[C@H]2[C@@H]3CC=C4C[C@@H](O)CC[C@]4(C)[C@H]3CC[C@@]21C,4%,2%,-5%,-21%[15.4 µM],-2%,1%,3%,-12%
CNc1cc(N2CCN(C)CC2)ccc1[N+](=O)[O-],2%,-10%,2%,-11%,-14%,-9%,7%,-4%
NCC(CS(=O)(=O)O)c1ccc(Cl)cc1 (configuration not stated),2%,·,-1%,·,2%,·,3%,i
CN1C(=O)N(C)C(=O)C(CCc2ccncc2)(Cc2ccc3c(c2)OCO3)C1=O,-15%,1%,-3%,-10%,-7%,1%,-1%,2%
CCOC(=O)c1[nH]ncc1CN1CCCC(C(=O)c2cccc(Cl)c2)C1 (configuration not stated),6%,-1%,0%,·,9%,-7%,-2%,-5%
CCCn1c(=O)c2[nH]c(C3CCCC3)nc2n(CCCOC(=O)c2ccc(S(=O)(=O)F)cc2)c1=O,1%,·,-2%,·,8%,·,7%,-1%
CN1[C@@H](C[C@@H](O)c2ccccc2)CCC[C@@H]1C[C@H](O)c1ccccc1,1%[21.6 µM],·,-2%[53 µM],·,-8%[29.1 µM],·,1%[53 µM],0%[25.9 µM]
COc1ccc(CCn2c(O)c(/C=N/NC(=O)c3ccncc3)c(=O)[nH]c2=O)cc1OC,6%,6%,-3%,9%,-1%,-5%,1%,-12%
Cc1nc2c(c(=O)[nH]1)C(c1ccccc1Cl)c1c(c3ccccc3oc1=O)O2 (configuration not stated),5%,6%,-8%,·,-2%,1%,3%,-5%
CN1CCN(C(=O)COc2ccc(-c3nc4ccccc4s3)cc2)CC1,20%,3%,-2%,-8%,1%,0%,1%,i
NP(N)(=O)NC(=O)c1ccc(F)cc1,5%,·,-2%,·,-5%,·,-3%,-16%
CC(=O)N1N=C2C3CCN(CC3)C2C1c1ccccc1 (configuration not stated),-14%,11%,2%,4%,5%,10%,-8%,i
O=[N+]([O-])c1ccc(C2[C@H]3C(c4ccccc4)=NC4(CCCC4)N23)cc1 (some centres not stated),-26%,12%,1%,1%,-3%,-13%,5%,-13%
CC(NC(=O)Oc1ccccc1)C(c1cccs1)N1CCOCC1 (configuration not stated),0%,4%,-1%,6%,-10%,-5%,-13%,-2%
CC[n+]1c(SC)ccc2cc(OC)ccc21,10µM*,0%,-1%,?,-1%,-1%,-1%,-5%
CCn1nc(-c2cccs2)nc2c(=O)n(C)c(=O)nc1-2,6%,-9%,-6%,2%,-3%,?,·,3.5µM*
COc1ccccc1CCNC1C2CC3CC(C2)CC1C3 (configuration not stated),9%,-3%,-5%,-1%,2%,-2%,-5%,7%
CN(C)C1C(=O)C(C(N)=O)=C(O)[C@@]2(O)C(=O)C3=C(O)c4c(O)cccc4[C@](C)(O)C3C(O)C12 (some centres not stated),-4%,·,-17%,·,0%,·,4%,10µM*
CCCOC(=O)c1ccccc1C(=O)OCCC,3%,·,1%[201 µM],·,-6%,15%,2%[201 µM],-1%
OC(c1ccc(F)cc1)(c1ccc(F)cc1)[C@@H]1CCCN1,-3%,2%,3%,0%,-1%,-2%,-1%,i
CN1CCC2(CC1)CC(NC=O)c1ccccc1O2 (configuration not stated),12%,-3%,-2%,14%,-2%,-5%,-3%,i
O=C1NC(=S)NC(=O)C1C/C=C/c1ccccc1,1%,-5%,-3%,-8%,0%,·,-6%,i
CN(C)P(=NC(=S)c1cccn1C)(N(C)C)N(C)C,-19%,-8%,1%,-1%,2%,·,-1%,i
COCCN1C(=O)NC(=O)/C(=C\c2ccc(Br)cc2)C1=O,9%,-9%,-3%,2%,-2%,16%,-3%,-2%

# Fetched by structure from the entries so far:
SMILES,RGS12 GoLoco inh,GAA glycogen,TexasRed fluor,GAA inhib,GAA spleen mod,L3MBTL1 inh,TRb SRC2 PPI,RECQ1 inh
CC(NC(=O)Oc1ccccc1)C(c1cccs1)N1CCOCC1 (configuration not stated),0%,4%,-1%,6%,-10%,-5%,-13%,-2%
COCCN1C(=O)NC(=O)/C(=C\c2ccc(Br)cc2)C1=O,9%,-9%,-3%,2%,-2%,16%,-3%,-2%
NCC(CS(=O)(=O)O)c1ccc(Cl)cc1 (configuration not stated),2%,·,-1%,·,2%,·,3%,i
O=[N+]([O-])c1ccc(C2[C@H]3C(c4ccccc4)=NC4(CCCC4)N23)cc1 (some centres not stated),-26%,12%,1%,1%,-3%,-13%,5%,-13%
CN1CCC2(CC1)CC(NC=O)c1ccccc1O2 (configuration not stated),12%,-3%,-2%,14%,-2%,-5%,-3%,i
CCCOC(=O)c1ccccc1C(=O)OCCC,3%,·,1%[201 µM],·,-6%,15%,2%[201 µM],-1%
CN(C)C1C(=O)C(C(N)=O)=C(O)[C@@]2(O)C(=O)C3=C(O)c4c(O)cccc4[C@](C)(O)C3C(O)C12 (some centres not stated),-4%,·,-17%,·,0%,·,4%,10µM*

# Carrying on.
SMILES,RGS12 GoLoco inh,GAA glycogen,TexasRed fluor,GAA inhib,GAA spleen mod,L3MBTL1 inh,TRb SRC2 PPI,RECQ1 inh
O=c1c2ccccc2nc(-c2ccc(-c3ccccc3)cc2)n1-c1ccncc1,4%,2%,1%,3%,7%,-7%,-7%,-7%
CCc1ccccc1N1C(=O)CC(=O)NC1=O,-3%,-3%,3%,1%,6%,·,-2%,-1%
CC(=O)c1ccc2c(c1)OCO2,0%,-3%,-9%,0%[15.4 µM],1%,-4%,3%,-17%
CC1(C)CC(N(CCc2ccccc2)Cc2ccccc2)CCO1 (configuration not stated),-14%,8%,1%,·,-1%,19%,6%,-1%
COc1cccc(CCNCc2c(F)cccc2F)c1,-3%,-5%,0%,4%,5%,0%,4%,-2%
COc1cc(CN2C(=O)NC(=O)C3(Cc4cc(C)ccc4N(C)C3)C2=O)cc(OC)c1 (configuration not stated),-6%,-1%,-1%,9%,1%,·,-6%,-2%
c1ccc(NC2=NCCS2)cc1,0%,2%,-2%,·,-4%,-1%,9%,-1%
CCC1(C2=NCCN2)Cc2ccccc2O1 (configuration not stated),-3%&-1%&3%,·,1%&0%&0%,·,-4%&2%&5%,-2%,0%&10%&-5%,-11%&-1%
CCc1cc2c(N3CCN(C)CC3)ncnc2s1,1%,-10%,-3%,4%,2%,5%,0%,13%
CSc1ccccc1C(=O)C1CCCN(Cc2ccncc2)C1 (configuration not stated),2%,0%,-2%,-10%,-12%,3%,0%,i
COc1cc2[nH]c(=S)n(-c3ccccc3)c(=O)c2cc1OC,15%,-14%,-1%,4%,-6%,-6%,-2%,i
Cn1c(CN2CCN(C(=O)COc3ccccc3)CC2)nc2cc([N+](=O)[O-])ccc21,1%,-3%,0%,1%,-7%,5%,-8%,1%
CNC(=O)[C@H]1C[C@@H]1[C@H](NP(=O)(c1ccccc1)c1ccccc1)c1ccccc1,9%,·,2%,·,0%,·,5%,i
ClCc1ccccn1,-2%,·,1%[201 µM],·,4%,·,-5%[201 µM],-10%
CCCN1CC[C@@H]2c3cc(O)ccc3CC[C@@H]21,-7%,·,-4%&2%,·,-8%&-8%,-8%,-1%&-3%,21%
CCCCCCCCCCCCCCCC(=O)OC[C@H](COP(=O)([O-])OCC[N+](C)(C)C)OC(C)=O,2%&3%,·,0%&-1%,·,3%&9%,·,-3%&0%,-5%&-15%
Cc1ccc(CC2C(=O)N(C)C(=O)N(C)C2=O)s1,-45%,?,-4%,-11%,-3%,-2%,·,-6%
CCOP(=O)(OCC)c1ccc(OP(=O)(c2cccc([N+](=O)[O-])c2)c2cccc([N+](=O)[O-])c2)cc1,0%,-3%,-1%,·,-13%,2%,-12%,-2%
C=CCN1C(=O)NC(=O)/C(=C\c2ccc(-c3ccccc3[N+](=O)[O-])o2)C1=O,19%,-9%,-2%,6%,1%,-6%,-5%,-3%
Cc1nc2ccccc2c(=O)n1-c1cc(F)ccc1F,2%,5%,-3%,-6%,-2%,25%,-2%,i
CCC1(c2ccc(N)cc2)CCC(=O)NC1=O (configuration not stated),-10%&-2%,·,2%&-2%,·,12%&-8%,·,1%&0%,12%
CCN1C[C@@]2(COC)[C@H]3[C@@H](OC)[C@H]4C1[C@@]3([C@H](OC)C[C@@H]2O)[C@H]1C[C@@]2(O)[C@@H](OC(=O)c3ccccc3)[C@@H]1[C@@]4(OC(C)=O)[C@H](O)[C@@H]2OC,5%[21.6 µM],·,-12%[53 µM],·,-6%[29.1 µM],·,7%[53 µM],i
O=C1C=C2C(=CCOC2O)O1 (configuration not stated),-1%,·,3%[201 µM],·,-1%,·,5%[201 µM],-12%
CCN1CCc2ccccc2C1,1%,5%,-1%,·,-7%,-11%,-2%,i
O=C(N/N=C/c1c(O)n(CCC2=CCCCC2)c(=S)[nH]c1=O)c1ccccc1,120%[activator],-4%,-5%,5%,-8%,6%,11%,-15%
# More records follow:
SMILES,RGS12 GoLoco inh,GAA glycogen,TexasRed fluor,GAA inhib,GAA spleen mod,L3MBTL1 inh,TRb SRC2 PPI,RECQ1 inh
O=C(Cn1c(=O)n(CC2CS2)c2ccccc21)N1CCCCCC1 (configuration not stated),17%,-2%,-3%,10%,-11%,2%,4%,i
COc1ccccc1N,2%,·,-1%,·,5%,·,-1%,-6%
CN1C(=O)CN=C(c2ccc(Cl)cc2)c2cc(Cl)ccc21,-8%,1%,-1%,?,-4%,0%,-5%,-10%
CC(=O)N1CC[N+](C)(C)CC1,-35%&-11%,·,0%&2%,·,5%&3%,·,-6%&0%,-6%
Cc1nn(Cc2ccccc2Cl)c(C)c1C(=O)OCC(=O)NC1CCCC(C)C1C (configuration not stated),-38%,-10%,2%,2%,3%,20%,0%,-6%
COc1ccc(C(=O)CC2C(=O)N(C)C(=O)N(C)C2=O)cc1,-14%,1%,-6%,-8%,-1%,?,4%,0%
CCOP(=O)(OCC)c1nc(-c2cccc3ccccc23)oc1NCc1ccccc1,1%,-14%,-8%,?,2%,46%[activator],-8%,-11%
Cc1ccsc1C(=O)C1CCCN(Cc2cn(C)nc2C)C1 (configuration not stated),4%,10%,0%,-9%,-7%,-9%,-9%,3%

# From PubChem
